IMPase Li cell: membrane-permeable IMPase blocker, potentiated with lithium; CHO-M1 cells, IP1 TR-FRET (IP-One), carbachol + lithium; Potency, µM (doses to about 59.4 µM), inactives show top-dose activity, negative = IMPase inhibition, usual class: inhibitors; actives 0.35% (n = 210,000);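 note: IP1 builds up when IMPase is blocked and the TR-FRET signal falls; potency is the fitted concentration of half-maximal effect; plate controls were basal vehicle for no effect and high inhibitor control for full effect; nearly all actives have a fitted effect of over 50% in size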
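Readout is a homogeneous TR-FRET IP1 immunoassay (Ex 320, Em 665 and 620), where raised cytosolic IP1 lowers signal. Cells were CHO-M1 treated 30 min at 37C with test compounds plus a little lithium; AC50 values came from Hill-equation fitting.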
NPSR antag: neuropeptide S receptor (human) antagonism, cAMP; actives 1% (n = 220,000); Potency, µM (highest dose often 38.3 µM), for inactives: at the top dose activity change, negative = inhibition, most hits filed as inhibitors; CHO-NPSR cells, cAMP TR-FRET, antagonist mode; Q6W5P4; note: potency is the fitted concentration of half-maximal effect; % is set by controls: 0 for no effect and ±100 for the full control effect; nearly all actives have a fitted effect of over 50% in size; many of its hits are not listed in these tables
Epigenetic derep: epigenetic control regulation, reporter derepression; murine LDR cells, GFP reporter derepression, 30 h; Potency, µM (series often up to 53.9 µM), without a hit: top-dose GFP activation, hits mostly activators; actives 0.2% (n = 280,000); note: potency is the fitted concentration of half-maximal effect; % of control where 0% means no effect; nearly all actives have a fitted effect of over 60% in size
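Derepression of a silenced CMV-GFP reporter in murine LDR cells is scored by enumerating GFP-positive cells with a laser-scanning microplate cytometer after 30 hours of treatment at 37 C.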
CBFb-RUNX1 inh: inhibitors of human CBF-beta and RUNX1 interaction. 230,000 tested, under 10 active. Q01196+Q13951. AID 1477. AlphaScreen CBFb-His/RUNX1-biotin binding, biochemical. Potency, µM (titrated, usually from 59.8 µM), for inactives: at the highest dose activity, negative = inhibition, most hits filed as inhibitors; note: % of control where 0% means no effect
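Inhibition was taken as any reduction in AlphaScreen signal from the CBF-beta–RUNX1 pair (His and biotin tags, 30 nM each), measured after compound (15 min) and bead (90 min) incubations at room temperature.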
HttQ103 aggreg: reduces HttQ103-GFP aggregates in PC12 cells | PC12 HttQ103-GFP aggregates, Acumen cytometry, 40 h | Potency, µM (titrated, usually from 46.1 µM), without a hit: at the top dose activity change, negative = inhibition, actives largely listed as inhibitors | actives 1.1% (n = 220,000) | AID 1688; note: potency is the fitted concentration of half-maximal effect; % is set by controls: 0 for no effect and ±100 for the full control effect; nearly all actives have a fitted effect of over 60% in size
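Ecdysone-promoter PC12 model expressing HTT exon 1 Q103 fused to GFP, induced by tebufenozide at 100 nM final. Compounds titrated; aggregates sized 1–25 µm scored on a 488 nm laser cytometer.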
Luc counter: Kinase-Glo luciferase inhibition (counter-screen); actives 0.28% (n = 200,000); AID 1379; Q27757; Potency, µM (highest dose often 38.3 µM), inactives show at the highest dose activity change, negative = inhibition, actives largely listed as inhibitors; Kinase-Glo luciferase, ATP luminescence, 8 min; note: potency is the fitted concentration of half-maximal effect; % is set by controls: 0 for no effect and ±100 for the full control effect; nearly all actives have a fitted effect of over 60% in size
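Compounds were added to a substrate mix at pH 7.2 (50 mM imidazole, 10 uM ATP, within the enzyme's linear range), followed by Kinase-Glo detection reagent; luminescence was measured after 8 minutes at ambient temperature.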
L3MBTL1 block: L3MBTL1 (human) inhibition | AID 485360 | Q9Y468 | Potency, µM (top dose mostly 57.1 µM), for inactives: at the highest dose activity, negative = inhibition, most hits filed as inhibitors | actives 0.66% (n = 230,000) | AlphaScreen L3MBTL1–H3K9me1 peptide binding; note: potency is the fitted concentration of half-maximal effect; % is set by controls: 0 for no effect and ±100 for the full control effect; nearly all actives have a fitted effect of over 60% in size
Target sequence (Q9Y468 whole entry, looked up): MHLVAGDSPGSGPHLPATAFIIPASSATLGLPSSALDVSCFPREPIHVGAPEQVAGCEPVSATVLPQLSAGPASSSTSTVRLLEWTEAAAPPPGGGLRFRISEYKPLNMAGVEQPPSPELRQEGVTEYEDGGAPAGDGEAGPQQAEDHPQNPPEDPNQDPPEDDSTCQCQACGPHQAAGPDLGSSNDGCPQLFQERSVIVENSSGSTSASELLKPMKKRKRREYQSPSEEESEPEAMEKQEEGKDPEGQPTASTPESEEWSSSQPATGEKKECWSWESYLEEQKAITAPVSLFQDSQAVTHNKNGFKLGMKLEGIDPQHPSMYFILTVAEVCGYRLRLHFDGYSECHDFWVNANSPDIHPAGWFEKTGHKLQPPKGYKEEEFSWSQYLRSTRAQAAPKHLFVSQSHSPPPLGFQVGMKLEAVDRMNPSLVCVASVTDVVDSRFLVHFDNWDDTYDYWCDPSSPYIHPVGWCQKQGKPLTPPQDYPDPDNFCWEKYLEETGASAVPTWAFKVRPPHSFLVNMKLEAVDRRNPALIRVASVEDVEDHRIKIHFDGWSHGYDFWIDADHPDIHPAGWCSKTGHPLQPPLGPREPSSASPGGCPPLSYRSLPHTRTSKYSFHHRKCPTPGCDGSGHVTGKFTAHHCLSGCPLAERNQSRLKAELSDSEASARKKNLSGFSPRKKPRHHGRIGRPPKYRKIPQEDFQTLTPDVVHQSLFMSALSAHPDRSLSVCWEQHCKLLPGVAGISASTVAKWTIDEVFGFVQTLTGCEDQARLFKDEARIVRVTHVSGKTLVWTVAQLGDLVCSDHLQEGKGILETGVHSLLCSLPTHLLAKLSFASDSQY
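First, the protein-peptide complex forms for 30 min at room temperature (L3MBTL1 50 nM, biotinylated H3K9me1 peptide 75 nM). Next, compounds are pin-transferred and incubated 30 min. Finally, AlphaScreen beads are added and read after 30 min.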
Active calls of the source: *; ? = inconclusive; / = not tested or not shown; [ ] = another dose, or the depositor's remark. Calls come from the whole dose curve; as a rule, active = well fitted curve in the direction sought with a large enough effect; inconclusive = small, poorly fitted or top-dose-only effect, or another doubt; inactive = no such curve, though single readings can be large; an effect the other way counts as inactive or inconclusive. These rows are one share of the data; the hit share may differ from the screen's.

The first eleven compounds as a preview:
mol | IMPase Li cell | Luc counter | CBFb-RUNX1 inh | NPSR antag | Epigenetic derep | HttQ103 aggreg | L3MBTL1 block
O=C(O)c1ccc(N/N=C/c2cccc(F)c2)cc1 | -8% | -16% | -6% | -13% | -1.1% | -3% | -23%
O=C(Nc1ccc(F)c(Cl)c1)C1CCN(S(=O)(=O)c2cccnc2)CC1 | 7%[38.3 µM] | -2% | -1% | -5%[46.1 µM] | -1.0% | ? | /
Cn1c(CCNC(=O)c2ccc(Cl)c(Cl)c2)nnc1SCc1ccc(Cl)c(Cl)c1 | -12% | 7% | 8% | ? | -0.9% | -8% | -2%
COc1ccccc1NS(=O)(=O)c1cc(NC(=O)CNC(=O)c2ccccc2)ccc1C | 5% | -2% | -1% | -5% | 9.0% | ? | -7%
CCC(C)[C@H](NC(=O)NCc1cccs1)C(=O)O (stereo partly specified) | 4%[38.3 µM] | -6% | 7% | 12%[46.1 µM] | -0.7% | 0% | 0%
CC(=O)Nc1cccc(Oc2nc(C)cc(C)c2C#N)c1 | 22%[38.3 µM] | 1% | 2% | 1%[46.1 µM] | -0.8% | 4% | -11%
CCOc1ccc(C(=O)OCc2nnc(-c3cccs3)o2)cc1OC | -7%[38.3 µM] | -2% | 8% | -17%[46.1 µM] | 0.2% | -14% | 6%
O=S(=O)(Nc1ncnc2c1oc1ccccc12)c1ccc(Cl)s1 | 5%[38.3 µM] | 1% | -1% | -5%[46.1 µM] | 5.3% | 32%[9.22 µM] | 2%
CCOC(=O)/C=C1\NC(C)(C)Cc2cc(OC)c(OC)cc21 | -4%[38.3 µM] | -3% | 5% | 2%[46.1 µM] | -1.1% | -4% | 8%
COc1ccccc1NC(=O)c1sc2ncn(Cc3cccc(C)c3)c(=O)c2c1C | ? | 4% | 5% | ? | 4.3% | 7% | 5%
CCCCC(C)n1[nH]c(=O)cc1N (stereo unspecified) | 26%[38.3 µM] | -1% | 1% | -6%[46.1 µM] | 2.2% | -3% | /

This part in full, previewed entries included:
mol | IMPase Li cell | Luc counter | CBFb-RUNX1 inh | NPSR antag | Epigenetic derep | HttQ103 aggreg | L3MBTL1 block
O=C(O)c1ccc(N/N=C/c2cccc(F)c2)cc1 | -8% | -16% | -6% | -13% | -1.1% | -3% | -23%
O=C(Nc1ccc(F)c(Cl)c1)C1CCN(S(=O)(=O)c2cccnc2)CC1 | 7%[38.3 µM] | -2% | -1% | -5%[46.1 µM] | -1.0% | ? | /
Cn1c(CCNC(=O)c2ccc(Cl)c(Cl)c2)nnc1SCc1ccc(Cl)c(Cl)c1 | -12% | 7% | 8% | ? | -0.9% | -8% | -2%
COc1ccccc1NS(=O)(=O)c1cc(NC(=O)CNC(=O)c2ccccc2)ccc1C | 5% | -2% | -1% | -5% | 9.0% | ? | -7%
CCC(C)[C@H](NC(=O)NCc1cccs1)C(=O)O (stereo partly specified) | 4%[38.3 µM] | -6% | 7% | 12%[46.1 µM] | -0.7% | 0% | 0%
CC(=O)Nc1cccc(Oc2nc(C)cc(C)c2C#N)c1 | 22%[38.3 µM] | 1% | 2% | 1%[46.1 µM] | -0.8% | 4% | -11%
CCOc1ccc(C(=O)OCc2nnc(-c3cccs3)o2)cc1OC | -7%[38.3 µM] | -2% | 8% | -17%[46.1 µM] | 0.2% | -14% | 6%
O=S(=O)(Nc1ncnc2c1oc1ccccc12)c1ccc(Cl)s1 | 5%[38.3 µM] | 1% | -1% | -5%[46.1 µM] | 5.3% | 32%[9.22 µM] | 2%
CCOC(=O)/C=C1\NC(C)(C)Cc2cc(OC)c(OC)cc21 | -4%[38.3 µM] | -3% | 5% | 2%[46.1 µM] | -1.1% | -4% | 8%
COc1ccccc1NC(=O)c1sc2ncn(Cc3cccc(C)c3)c(=O)c2c1C | ? | 4% | 5% | ? | 4.3% | 7% | 5%
CCCCC(C)n1[nH]c(=O)cc1N (stereo unspecified) | 26%[38.3 µM] | -1% | 1% | -6%[46.1 µM] | 2.2% | -3% | /
CC(C)(C)C(=O)Nc1ccnc(-c2cccnc2)n1 | -14%[38.3 µM] | 1% | -2% | -10%[46.1 µM] | 0.0% | -3% | 1%
O=C(NCCCc1ccccc1)Nc1ccccc1 | 2% | -2% | 7% | 6% | 0.0% | 12% | 8%
O=C(CCc1ccc(S(=O)(=O)N2CCOCC2)cc1)NCCc1ccccn1 | 1%[38.3 µM] | 3% | 7% | 0%[46.1 µM] | 1.6% | -3% | 4%
O=C(Nc1ccc2nc3ccccc3nc2c1)c1ccc(Br)cc1 | 1% | 0% | -7% | 13% | 9.2% | -17% | 10%
COc1ccccc1NC(=O)CN(Cc1ccco1)C(=O)c1ccc(=O)[nH]c1 | / | / | 2% | 8% | 0.1% | -14%[9.22 µM] | 2%
Cc1nc(-c2cccc(N)c2)cs1 | 2%[38.3 µM] | 4% | 2% | -8%[46.1 µM] | -0.8% | -5% | -26%
S=c1[nH]nc(-c2ccc3ccccc3n2)n1Cc1ccccc1 | -3% | 1% | 4% | -24% | 1.0% | 26% | 2%
COc1ccc(C(C)=O)cc1CSc1nc2cc(Cl)ccc2o1 | 49%[activator][38.3 µM] | -2% | 1% | ? | 0.0% | -21% | /
Cc1cc(C)c(NC2=NCC(=O)N2C2CCCCC2)c(C)c1 | 8% | 6% | 9% | 0%[46.1 µM] | 1.8% | 2% | -6%
Nc1nnc(CC(=O)N/N=C/c2ccccc2OCc2ccccc2F)s1 | / | / | 0% | 17% | 3.0% | 3%[9.22 µM] | -7%
COc1cccc(/C=C/C(=O)OCC(=O)NCCc2ccccc2)c1 | -8% | 2% | 1% | 4% | -0.2% | ? | 14%
CC(C)CC(NC(=O)CN)C(=O)NC(Cc1ccccc1)C(=O)O (stereo unspecified) | -6% | 1% | / | / | -2.0% | / | /
N#CC1=C2N=C(N)c3ccccc3N2C2=C(C(=O)CCC2)C1c1ccc(Cl)cc1 (stereo unspecified) | -4% | -1% | 0%[2.36 µM] | -48% | -1.1% | -4% | -1%
CCOc1ccc(NC(=S)Nc2cccnc2)cc1 | 5% | -5% | 2% | 11% | -1.1% | 8% | -11%
COc1cc(/C=N/Nc2nc(Nc3ccccc3)nc(N3CCOCC3)n2)ccc1OC(=O)c1ccco1 | 3% | -2% | -13% | -5% | 4.0% | -24% | /
COC(=O)C1=C(N)N(c2ccc(F)cc2)C2=C(C(=O)CCC2)C1c1ccc2c(c1)OCO2 (stereo unspecified) | 25%[38.3 µM] | 2% | 2% | -24%[46.1 µM] | -1.1% | 5% | /
O=C(CSCC(=O)N1CCOCC1)Nc1nc(-c2ccccc2)cs1 | / | / | 9% | 11% | -1.0% | 23%[9.22 µM] | /
Nc1nc(Nc2cccc(Cl)c2)nc(NCCO)c1[N+](=O)[O-] | / | / | -12% | -8% | -4.1% | 39%[9.22 µM] | /
COC(=O)c1ccc(Oc2nc(C)cc(Oc3ccccc3)n2)cc1 | -1% | 2% | 10% | 2%[46.1 µM] | -1.0% | 8% | 16%
CCOCCCNC(=O)C1CCN(S(=O)(=O)N2CC(C)CC(C)C2)CC1 (stereo unspecified) | 5%[38.3 µM] | 5% | -3% | -10%[46.1 µM] | -0.8% | -8% | 13%
COc1cc2c(cc1OC)C(C(=O)Nc1ccccn1)C(c1cccnc1)N(C)C2=O (stereo unspecified) | -6%[38.3 µM] | 4% | -5% | -9%[46.1 µM] | -1.2% | 4% | -2%
CN(C)S(=O)(=O)c1ccc2c(c1)/C(=C/c1cc3c([nH]1)CCCC3)C(=O)N2 | 5% | -5% | -9% | ? | 7.9µM* | / | -9%
O=C1/C(=N\S(=O)(=O)c2cccs2)C([n+]2ccccc2)=C([O-])c2ccccc21 | / | / | 2% | -11% | 0.0% | -39%[9.22 µM] | /
C/C(Cl)=C/Cc1c(C)[nH]c2ccc(C)cc2c1=O | -12%[38.3 µM] | -2% | 4% | -7%[46.1 µM] | -2.3% | -4% | 0%
CN1CCc2c(sc3c2C(=O)NC(c2cccc(OC(=O)c4cccs4)c2)N3)C1 (stereo unspecified) | 0% | 2% | 1% | -7% | -1.0% | 9% | -7%
COc1ccc(NC(=O)c2csc3c2CCCCC3)c(OC)c1 | 17% | 3% | 1% | ? | 0.7% | -29% | /
Cc1ccc2nc(Cl)c(/C=C/C(=O)c3ccco3)cc2c1 | / | / | 0% | 4% | ? | 19%[9.22 µM] | -6%
O=C(Nc1cccc2cccnc12)c1cccc(N2C(=O)CCC2=O)c1 | 14%[38.3 µM] | 11% | 7% | ? | -1.5% | 3% | -3%
CCOc1ccc(S(=O)(=O)Nc2cc(Sc3ncn[nH]3)c3oc(=O)sc3c2)cc1 | -4%[38.3 µM] | -7% | ? | -24%[46.1 µM] | -1.1% | 2% | -30%
Cn1cc(CCC(=O)N2CCCC(CCC(=O)NCc3ccc(F)c(F)c3)C2)cn1 (stereo unspecified) | / | / | 3% | -4% | 0.2% | -13% | 48%[activator]
Nc1nc(Cl)cc(Sc2ccc(F)cc2)n1 | 19%[38.3 µM] | 3% | 6% | -2%[46.1 µM] | 0.4% | 4% | -6%
Cn1c(CC(=O)Nc2ccc(F)cc2)c(Sc2ccccc2)c2ccccc21 | 25% | -1% | 5% | -30% | -0.1% | -14% | 4%
CCOc1ccccc1NS(=O)(=O)c1ccc2c(c1)n(C)c(=O)c(=O)n2C | 3% | 2% | -7% | 9% | -2.4% | 7% | 38%[activator]
Cc1onc(-c2ccccc2)c1C(=O)N/N=C/c1ccco1 | / | / | -11% | -5% | 1.9% | 0%[9.22 µM] | -10%
COC(=O)C1CC(c2c(OC)cc(OC)cc2OC)=NO1 (stereo unspecified) | -5% | -1% | 3% | 3%[46.1 µM] | -1.0% | ? | 10%
O=C(Nc1ccccc1)N1CCC(C(=O)N2CCN(c3ccccc3F)CC2)CC1 | 9% | 2% | 1% | -2% | -0.2% | -2% | -1%
CN(C)c1ccc(CNC(=O)CN(C)S(=O)(=O)c2cccc3cccnc23)cc1 | 5%[38.3 µM] | 0% | -3% | -11%[46.1 µM] | 0.1% | 10% | /
